# Screens (PubChem BioAssay)
# TSHR antag – Antagonists of the Thyroid Stimulating Hormone Receptor: HTS campaign; TSHR-expressing cells, TSH-stimulated cAMP HTRF, 2 h; stronger effect = lower value; actives 0.2% (n = 330,000); Thyrotropin receptor (Homo sapiens), P16473; activity change, negative = inhibition, % at 11.5 µM; AID 504810, 2011;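 active means activity change below a set negative limit, meaning inhibition stronger than a set level, cut at about -70% in these data; inconclusive means activity change between two set negative limits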; further: on the % scale 0 is the no-effect control and ±100 the full control effect
#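 Read-out is FRET at 665 nm (cryptate excitation 337 nm) from a cryptate-tagged anti-cAMP antibody, competed by cell cAMP against cAMP-d2. Compounds are tested on freshly harvested TSHR cells challenged with 4nM TSH (EC80) for 2 hours at 37 deg C.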
# Chronic BCR inh – qHTS Assay to Find Inhibitors of Chronic Active B-Cell Receptor Signaling | AID 493014, 2011 | ABC-DLBCL IkBa-CBG/CBR reporter, luminescence ratio, 4 h | Potency, µM (series often up to 46.1 µM), inactives show at the highest dose ratio change, negative = lower green/red ratio, actives largely listed as inhibitors | actives 0.05% (n = 340,000); active means well fitted inhibition curve with a large enough effect in the signal ratio, with a control signal flat, not every such curve was filed as active; inconclusive means small, poorly fitted or top-dose-only effect, or effect the other way, or a change in a side signal; the % refers to the signal ratio;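 further: potency means the concentration at half of the fitted maximal effect; plate controls were basal doxycycline-induced cells for no effect and cells given 10 µM MG132 for full effect; MG132 reads +100%, hits lower the ratio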
#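 Cell line TMD8 (human ABC DLBCL), stably expressing tet-inducible CBG68-IkBa fusion and CBR; IMDM/0.5% FBS; cpd up to 46 uM; dox induction, 4 h, 37C/5% CO2; dual luminescence; green/red ratio; MG132 control.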
# B2AR arrestin – qHTS assay of beta-arrestin-biased ligands of beta2-adrenergic receptor. Beta-2 adrenergic receptor (Homo sapiens), P07550. Potency, µM (series often up to 46.1 µM), for inactives: at the top dose activation, hits mostly activators. beta-arrestin recruitment to beta2AR, cell-based reporter. AID 492947, 2010. actives 0.02% (n = 330,000);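 further: potency means the concentration at half of the fitted maximal effect; 0% = DMSO controls and full agonism = EC100 isoproterenol or metaproterenol; nearly all actives have a fitted effect of over 65% in size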
# Target sequence (P07550 whole entry, looked up): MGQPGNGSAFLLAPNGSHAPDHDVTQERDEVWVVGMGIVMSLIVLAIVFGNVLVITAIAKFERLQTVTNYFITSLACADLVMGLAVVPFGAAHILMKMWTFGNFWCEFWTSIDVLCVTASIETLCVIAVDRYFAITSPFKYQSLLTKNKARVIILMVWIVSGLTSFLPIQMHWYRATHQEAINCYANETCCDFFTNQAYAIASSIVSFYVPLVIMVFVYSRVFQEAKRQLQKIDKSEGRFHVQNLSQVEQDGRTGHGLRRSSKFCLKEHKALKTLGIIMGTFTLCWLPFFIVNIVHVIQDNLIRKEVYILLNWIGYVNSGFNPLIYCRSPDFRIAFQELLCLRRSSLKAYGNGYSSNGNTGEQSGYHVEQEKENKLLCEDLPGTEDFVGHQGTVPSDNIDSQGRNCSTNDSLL
# Eya2 inh – qHTS Assay for Inhibitors of the Phosphatase Activity of Eya2 | recombinant Eya2, OMFP fluorescence dephosphorylation (OMFP is methylfluorescein phosphate) | Potency, µM (top dose mostly 76.9 µM), for inactives: at the top dose activity, negative = inhibition, actives largely listed as inhibitors | actives 0.006% (n = 330,000); further: potency means the concentration at half of the fitted maximal effect; on the % scale 0 is the no-effect control and ±100 the full control effect
#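 Eya2 (0.2 uM) preincubated 10 min at ambient with compound, then OMFP substrate added at 50 uM; 10 min reaction in 50 mM HEPES pH 7.5, 50 mM NaCl, 5 uM MgCl2, 0.05% BSA, 1 mM DTT. Fluorescence read at Ex 485/Em 525 nm.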
# TCR activator – Activators of T cell receptors: qHTS campaign; AID 504894, 2011; 330,000 tested, under 10 active; Potency, µM (doses to about 9.22 µM), without a hit: at the highest dose activation of IL-2 secretion, hits mostly activators; primary human leukocytes, anti-CD3, IL-2 HTRF, 48 h; further: % of control where 0% means no effect
#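 Readout: HTRF IL-2, Eu-cryptate/d2 antibody pair, 320nm excitation, 665nm emission. Stimulus: a-CD3 beads, no co-stimulation. Cells: primary human leukocytes. Exposure: 48 hr with compound.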
# Mito fusion yeast – qHTS Assay for Small Molecule Inhibitors of Mitochondrial Division or Activators of Mitochondrial Fusion. actives 0.23% (n = 320,000). S. cerevisiae fusion-defective mutant growth rescue, CellTiterGlo 48 h. Potency, µM (top dose mostly 46.1 µM), inactives show top-dose growth rescue (activation), hits mostly activators;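 further: potency means the concentration at half of the fitted maximal effect; % of control where 0% means no effect; nearly all actives have a fitted effect of over 45% in size; temperature-sensitive fusion mutants such as fzo1-1 at 37 °C on non-fermentable ethanol glycerol medium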
#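 Temperature-sensitive fusion-defective S. cerevisiae (e.g. fzo1-1, mgm1-5) were grown with compound in YPEG medium (3% ethanol, 3% glycerol) for 48 hours at 37C. Growth rescue was measured as viability by CellTiterGlo luminescence after 10 minutes at ambient.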
# Tb PFK inh – qHTS Assay to Find Inhibitors of T. brucei phosphofructokinase; actives 0.17% (n = 330,000); T. brucei PFK, ADP-Glo luminescence; ATP-dependent 6-phosphofructokinase (Trypanosoma brucei brucei), O15648; Potency, µM (top dose mostly 57.5 µM), for the others: at the highest dose activity, negative = inhibition, actives largely listed as inhibitors;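 further: potency means the concentration at half of the fitted maximal effect; 0% = uninhibited 1x PFK enzyme wells and -100% = no-enzyme wells; nearly all actives have a fitted effect of over 60% in size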
#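 Activity is normalized to no-enzyme wells (full inhibition) and 1.25 nM enzyme wells (no inhibition). Reaction: 0.5 mM F6P, 0.1 mM ATP, 45 min RT, ADP-Glo luminescence; concentration-response curves fitted and classed by quality.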
# ELG1 repair inh – qHTS screen for small molecules that inhibit ELG1-dependent DNA repair in human embryonic kidney (HEK293T) cells expressing luciferase-tagged ELG1; HEK293T ELG1-luciferase reporter, luminescence, 16 h; DNA damage induced by 5-fluorouridine; Potency, µM (top dose mostly 46.1 µM), inactives show top-dose activity change, negative = inhibition, hits mostly inhibitors; actives 2.3% (n = 330,000); AID 504467, 2011; further: potency means the concentration at half of the fitted maximal effect; on the % scale 0 is the no-effect control and ±100 the full control effect; nearly all actives have a fitted effect of over 55% in size
#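 Reporter activity after DNA damage by 5-fluorouridine is monitored. Compound-treated cells incubate 16 hr at 37 °C, then ONE-Glo is added for 30 min before luminescence reading.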
# USP2a block – qHTS Assay for Inhibitors of Ubiquitin-specific Protease USP2a Using CHOP2 as the Reporter; Ubiquitin carboxyl-terminal hydrolase 2 (Homo sapiens), O75604; USP2 core, Ub-CHOP2 coupled fluorogenic reporter, 485/531; Potency, µM (top dose mostly 38.3 µM), for inactives: at the highest dose activity change, negative = inhibition, usual class: inhibitors; actives 0.01% (n = 330,000); AID 463254, 2010;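 further: potency means the concentration at half of the fitted maximal effect; plate controls were DMSO wells for no effect and full inhibition by NEM control for full effect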
#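 Cell-free coupled assay: 10nM USP2 core preincubated 30min RT with compound in Tris-HCl pH 8.0/CaCl2/CHAPS buffer, then 25nM Ub-CHOP2 and 25nM reporter substrate; fluorescence (Ex 485/Em 531) read after 60min RT, normalized to NEM inhibition, concentration-response curves fitted.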
# PTAP TSG101 blk – qHTS Assay for Iinhibitors of HIV-1 Budding by Blocking the Interaction of PTAP/TSG101 | Tumor susceptibility gene 101 protein (Homo sapiens), Q99816 | Fluorescence polarization, FITC-PTAP peptide / Tsg101 binding | Potency, µM (highest dose often 115 µM), for the others: top-dose activity change, negative = inhibition, actives largely listed as inhibitors | 340,000 tested, under 10 active | AID 493005, 2010; active means well fitted inhibition curve with a large enough effect in the main read-out, with a control signal flat, not every such curve was filed as active; inconclusive means small, poorly fitted or top-dose-only effect, or effect the other way, or a change in a side signal; inactive means no such curve, though single readings can be large or run the other way; further: potency means the concentration at half of the fitted maximal effect; % of control where 0% means no effect
# Target sequence (Q99816 whole entry, looked up): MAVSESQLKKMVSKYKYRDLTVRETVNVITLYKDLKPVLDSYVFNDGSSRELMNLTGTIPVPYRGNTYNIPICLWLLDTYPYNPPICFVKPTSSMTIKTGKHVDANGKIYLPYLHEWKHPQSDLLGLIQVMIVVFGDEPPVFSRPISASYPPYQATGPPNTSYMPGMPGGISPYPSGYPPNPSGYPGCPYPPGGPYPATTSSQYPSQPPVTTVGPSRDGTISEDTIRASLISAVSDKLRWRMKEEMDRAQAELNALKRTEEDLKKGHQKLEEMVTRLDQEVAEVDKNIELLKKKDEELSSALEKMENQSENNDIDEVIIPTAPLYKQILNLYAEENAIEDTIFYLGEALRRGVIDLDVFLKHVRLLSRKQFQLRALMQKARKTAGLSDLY
#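 Fluorescence anisotropy tracks displacement of a FITC-tagged PTAP peptide (50 nM) from the Tsg101 binding domain (10 uM), following a 20 min room-temperature incubation at pH 7.5.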
# uPA generation – qHTS for Inhibitors of Cell Surface uPA Generation; cell surface uPA generation assay, qHTS; Potency, µM (series often up to 38.3 µM), inactives show at the highest dose activity change, negative = inhibition, usual class: inhibitors; actives 0.31% (n = 330,000); AID 540303, 2011; active means well fitted inhibition curve with a large enough effect; inconclusive means small, poorly fitted or top-dose-only effect; inactive means no such curve, though single readings can be large or run the other way; tested in mouse RAW 264.7 cells; further: potency means the concentration at half of the fitted maximal effect; on the % scale 0 is the no-effect control and ±100 the full control effect; nearly all actives have a fitted effect of over 55% in size
# The depositor's hits bear a star; ? = inconclusive; · = no result given; [ ] = dose if it differs, or a comment. Unless noted, the call rests on the fitted dose curve; in most records, active means well fitted curve in the direction sought with a large enough effect; inconclusive means small, poorly fitted or top-dose-only effect, or another doubt; inactive means no such curve, though single readings can be large; an effect the other way counts as inactive or inconclusive.
SMILES,TSHR antag,Chronic BCR inh,B2AR arrestin,Eya2 inh,TCR activator,Mito fusion yeast,Tb PFK inh,ELG1 repair inh,USP2a block,PTAP TSG101 blk,uPA generation
O=C(Nc1ccc(N2CCN(C(=O)c3ccc(Cl)cc3)CC2)cc1)c1ccc(Br)o1,-20,-9%,0.3%,3%,-26%,-8%,-3%,21µM*,-2%,1%,-4%
O=C(O)CCCC(=O)N1CCN(c2ncccn2)CC1,3,9%,-1.0%,11%,13%,-2%,0%,-3%,0%,1%,-3%
CCN=C1SC(CC(=O)Nc2ccc(C(F)(F)F)cc2)C(=O)N1CC (configuration not stated),-1,-3%,0.0%,-3%,-2%,0%,-1%,0%,0%,-1%,-2%
Clc1ccc(-c2cnc3ccccc3n2)cc1,-8,?,-2.4%,1%,1%[46.1 µM],6%,-3%,?,3%,-4%,-1%
Cc1ccc2ccc[n+](Cc3ccccc3)c2c1,-3,-1%,0.1%,-2%,-5%,4%,-2%,5%,0%,1%,-21%
COc1ccc(C2=C(SC)CC2=NC(C)(C)C)cc1,5,0%,0.0%,8%,5%[46.1 µM],-1%,1%,?,0%,0%,-9%
CCN(CC)Cc1c(C(=O)N/N=C/c2cccnc2)nnn1-c1nonc1N,4,-1%,-0.3%,18%,0%,-12%,-4%,16%,1%,-8%,0%
CC(=O)c1cccc(NC(=O)C2CC(=O)N(c3ccc4c(c3)OCCO4)C2)c1 (configuration not stated),3,3%,-1.2%,-2%,2%,0%,-5%,3%,-1%,-1%,24%
CCOC(=O)c1ccc(Oc2nc(NC(C)(C)C)nc(N(C)C)n2)cc1,-14,?,0.1%,-37%,1%,18%,5%,?,-8%,-6%,18%
CC(=O)c1ccc(N2CCN(C(=S)Nc3cc(C)ccc3C)CC2)cc1,-4,-14%,-0.7%,2%,4%[46.1 µM],-2%,7%,-6%,0%,-1%,-2%
COc1cc2ncnc(Nc3ccc4c(c3)OCO4)c2cc1OC,-5,0%,0.4%,?,2%,-9%,-6%,2%,2%,-3%,11%
Cc1nn(Cc2ccc(F)cc2)c(C)c1NC(=O)CCCn1nc([N+](=O)[O-])cc1C,6,5%,0.4%,1%,0%,18%,-3%,-8%,3%,-2%,7%
Cc1cc(Br)c(NC(=O)c2ccccc2[N+](=O)[O-])cc1C,-12,-1%,-0.3%,-10%,-1%,2%,0%,-3%,9%,-4%,?
Nc1ccc(SCc2nc3cccc4c3n2CCC4)cc1,-4,?,4.5%,-7%,8%,?,-11%,?,-1%,0%,-4%
COc1ccc(NC(C)=O)cc1CNC(=O)COc1ccccc1C(=O)Nc1cccc(C)c1C,-9,0%,0.0%,-4%,5%,-2%,1%,-29%,0%,0%,-1%
CCNC(=O)C12CCC(C)(c3nc4cc(C)c(C)cc4nc31)C2(C)C (configuration not stated),6,-1%,0.1%,6%,-6%,10%,4%,-4%,2%,-2%,6%
C[C@@H](O)C1NC(=O)[C@H](CCCCN)NC(=O)c2cc([N+](=O)[O-])cc(I)c2OCC[C@@H](C(N)=O)NC1=O (some centres not stated),4,-7%,-0.8%,1%,-1%,0%,0%,23%,3%,0%,9%
CCc1cccc(OCC(O)Cn2c(N3CCCCC3)nc3c2c(=O)[nH]c(=O)n3C)c1 (configuration not stated),2,6%,-1.0%,3%,2%,11%,-4%,?,-4%,-2%,7%
COCCN(C(=O)CNC(=O)c1ccco1)C(C(=O)NC1CCCC1)c1cccs1 (configuration not stated),-10,3%,-0.2%,10%,8%[46.1 µM],-2%,2%,-2%,1%,0%,1%
CCCN(CCC)c1nc2c(C)cccn2c(=O)c1/C=C1/SC(=S)N(Cc2ccco2)C1=O,-8,-1%,9.4%,1%,2%,-9%,0%,-9%,12%,6%,2%
COc1ccc(C(=S)N2CCOCC2)cc1OC(=O)c1ccc([N+](=O)[O-])cc1[N+](=O)[O-],-7,?,0.5%,20%,3%,12%,5%,17%,1%,-2%,-16%
CC(C)CN(C(=O)COC(=O)CSc1ccccc1F)c1c(N)n(Cc2ccccc2)c(=O)[nH]c1=O,-2,0%,-0.1%,8%,-6%,0%,2%,6%,1%,-3%,-1%
CC(=O)c1cccc(NC(=O)N2CCCC2C(=O)Nc2c(C)cccc2C)c1 (configuration not stated),55,11%,-1.1%,2%,-3%,0%,0%,-12%,2%,-4%,3%
COc1ccccc1C(=O)NNC(=O)c1cccc(Cl)c1,11,-14%,0.0%,6%,-3%,-7%,-12%,?,-1%,-7%,-22%
CC(C)[C@H](NC(=O)c1ccco1)C(=O)OCC(=O)N1CCc2ccccc21,-4,2%,0.1%,-6%,2%,-4%,4%,?,5%,-2%,6%
CC(=O)Nc1ccc(S(=O)(=O)NCCC(=O)NCCc2ccc(F)cc2)cc1,4,0%,4.6%,-2%,-5%,1%,-5%,14%,1%,-4%,2%
O=C(COC(=O)CCc1ccccc1)Nc1ccccc1OC(F)F,7,11%,-0.1%,-7%,-22%,23%,-1%,13%,9%,-2%,-1%
COc1cccc(NC(=O)c2ccco2)c1,6,?,-0.2%,8%,2%,-5%,-3%,?,-1%,-3%,2%
COc1ccc([C@@H]2CC=C(C(=O)O)[C@H](c3ccc(Cl)cc3)N2S(=O)(=O)c2ccc(C)cc2)cc1OC,-9,6%,-0.1%,12%,0%,-1%,-12%,13%,0%,2%,-12%
CC(SCCc1ccccn1)C(=O)O (configuration not stated),4,1%,-1.2%,19%[15.4 µM],·,2%,-5%,-7%,1%,-4%,3%
CC1(c2ccccc2)ON(c2ccccc2C(F)(F)F)C1=O (configuration not stated),42,0%,0.4%,9%,·,-18%,-2%,?,2%,·,·
COc1ccc(C(CC(=O)O)N2Cc3ccccc3C2=O)cc1OC (configuration not stated),1,2%,-0.2%,3%,7%,-2%,1%,-2%,-2%,-2%,0%
COCc1cc(/C=N\NC(=O)Cc2ccc(Cl)cc2)ccc1OC,4,?,4.9%,3%,-1%[46.1 µM],-4%,21µM*,?,1%,0%,-8%
CCC(C)(C)C1CCc2[nH]nc(C(=O)NCc3ccccn3)c2C1 (configuration not stated),5,0%,0.1%,0%,1%,24%,4%,-17%,-1%,-2%,-13%
CS(=O)(=O)N(CC(=O)N1CCCCC1)Cc1ccccc1,18,-3%,-0.3%,-12%,6%,0%,-2%,-9%,-1%,-3%,1%
CC(C)C[C@H](N)C(=O)N1CCC(C(=O)N[C@H](C(=O)NCc2ccc(F)cc2)C(C)C)CC1,2,-20%,-0.5%,9%,-2%,-2%,-6%,?,3%,0%,1%
COc1ccc(C(=O)NC(=S)Nc2cccc3cc(O)ccc23)cc1OC,-10,-3%,-0.5%,-5%,3%,-6%,1%,?,4%,-3%,2%
CCOc1cc2[nH]c(=O)n(Cc3ccc(C(=O)NCCCN4CCC(C)CC4)cc3)c(=O)c2cc1OCC,2,-14%,-0.3%,2%,6%,1%,-1%,17%,3%,-4%,0%
NC(=O)CSc1nnc(-c2ccccc2Br)n1-c1cccc(C(F)(F)F)c1,-20,-2%,-0.2%,-10%,-1%[46.1 µM],-4%,-2%,?,2%,0%,-12%
